Vc quorum ag – induces V. cholerae light production without autoinducers; AID 588436; activation, % at 18.7 µM; actives 0.16% (n = 350,000); V. cholerae BH1578 lux reporter, luminescence, 6 h; in the data active = activation mostly above about 9.7%, no sharp cut-off; inconclusive = no clear call, values can overlap the other calls; inactive = mostly below about 3.7%; also: not every result past the cut was called active; inactives centre near 0; reference of the scale not given here
PfHsp40 yeast – compounds rescuing yeast from Plasmodium falciparum HSP40 toxicity. growth rescue, % at 12.5 µM. actives 0.68% (n = 340,000). AID 504582. S. cerevisiae expressing PfHsp40, growth rescue, ATP luminescence; in the data active = growth rescue above about 28%, passing the limit was not always enough; inconclusive = no clear call, values can overlap the other calls;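 also: yeast W303a lacking pdr1 and pdr3 grown in galactose medium; growth measured after three days at 30 °C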
Y pestis TopoI – Y. pestis Topo-I inhibition via cleavage products; actives 0.064% (n = 360,000); Y. pestis Topo-I cleavage product accumulation, plate reader; activity, % at 10 µM; in the data active = activity above about 50%, passing the limit was not always enough; inconclusive = no clear call, values can overlap the other calls; also: inactives centre near 2
BoNT-A LC inh2 – inhibitors of Botulinum neurotoxin A light chain protease | inhibition, % at 10 µM | multiplex microsphere protease substrate cleavage, flow cytometry | actives 0.17% (n = 360,000); also: plate controls were buffer without enzyme for full effect and enzyme alone for no effect
TcdB inh – TcdB glycohydrolase inhibition; TcdB glycohydrolase enzymatic assay, plate reader; inhibition, % at 9.99 µM; actives 0.24% (n = 350,000); AID 652162; in the data active = inhibition above about 10%
PrPC TRFRET – inhibitors of human cell surface prion protein PrPC. P04156. TR-FRET read-out. inhibition, % at 13.8 µM. actives 0.43% (n = 370,000); in the data active = inhibition above about 24%; also: 0% = median of the test wells and 100% = reference compound wells
SSB-PriA inh – blocks PriA binding to SSB C-terminal tail; AlphaScreen SSBct-PriA binding, biotinylated peptide; actives 0.6% (n = 430,000); AID 1272365; inhibition, % at 33 µM; in the data active = inhibition mostly above about 37%, no sharp cut-off; inactive = mostly below about 20%;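 also: plate controls were negative control peptide for no effect and reference peptide for full effect; strong numbers were not always called active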
Anthrax LF prot – anthrax lethal factor protease inhibition; multiplex microsphere protease cleavage assay, LF; actives 0.12% (n = 360,000); inhibition, % at 10 µM; P15917; AID 588501; also: plate controls were buffer without enzyme for full effect and enzyme alone for no effect
Target sequence (P15917 whole entry, looked up): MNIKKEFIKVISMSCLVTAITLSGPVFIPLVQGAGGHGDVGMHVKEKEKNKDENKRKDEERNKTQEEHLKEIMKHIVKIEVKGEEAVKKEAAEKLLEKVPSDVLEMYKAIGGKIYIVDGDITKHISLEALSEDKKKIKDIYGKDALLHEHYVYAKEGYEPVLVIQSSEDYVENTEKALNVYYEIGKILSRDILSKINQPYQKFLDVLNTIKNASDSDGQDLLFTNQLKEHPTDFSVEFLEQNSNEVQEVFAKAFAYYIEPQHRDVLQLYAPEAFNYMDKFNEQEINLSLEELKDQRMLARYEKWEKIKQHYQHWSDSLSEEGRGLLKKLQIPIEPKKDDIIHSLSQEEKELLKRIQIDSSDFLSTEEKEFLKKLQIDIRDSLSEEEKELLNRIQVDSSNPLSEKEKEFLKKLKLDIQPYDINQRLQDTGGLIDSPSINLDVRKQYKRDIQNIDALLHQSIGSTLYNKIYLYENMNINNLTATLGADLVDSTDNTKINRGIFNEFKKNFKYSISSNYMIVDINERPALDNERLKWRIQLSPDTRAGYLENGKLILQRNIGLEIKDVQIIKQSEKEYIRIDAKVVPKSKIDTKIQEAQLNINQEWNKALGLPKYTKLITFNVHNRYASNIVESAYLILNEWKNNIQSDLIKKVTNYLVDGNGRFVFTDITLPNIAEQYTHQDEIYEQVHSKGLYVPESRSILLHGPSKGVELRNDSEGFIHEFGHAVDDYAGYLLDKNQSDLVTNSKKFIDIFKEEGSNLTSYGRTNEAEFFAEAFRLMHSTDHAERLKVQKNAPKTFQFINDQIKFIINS
SARS 3CLpro inh – SARS-CoV 3CLpro protease inhibition | recombinant SARS-CoV 3CLpro, quenched FRET peptide cleavage | inhibition, % at 6 µM | actives 0.14% (n = 290,000) | AID 1706; in the data active = inhibition above about 12%
The depositor's hits bear a star; i = inactive; u = inconclusive; x = no result given; & = joins results of further samples. Rule as the data show it, unless noted: active = inhibition above about 30%; inconclusive = no clear call, values can overlap the other calls; inactive = below that. Some of the compounds tested; count on the stated rates, not on these rows.

SMILES	Vc quorum ag	PfHsp40 yeast	Y pestis TopoI	BoNT-A LC inh2	TcdB inh	PrPC TRFRET	SSB-PriA inh	Anthrax LF prot	SARS 3CLpro inh
COc1ccccc1CCN=C(N)NS(=O)(=O)c1ccc(F)cc1	i	-0.7	14	-3.5	1.0	2	2&-15	-9	5
O=C(CSc1ncnc2c1cnn2Cc1ccccc1)Nc1ccc2c(c1)OCCO2	-0.1	0.3	9	-1.0	x	-4	-18	-8	0
CCOC(=O)C1(Cc2cccc(F)c2)CCN(Cc2cnc(C)s2)CC1	0.8	-0.9	10	1.2	-0.3	-2	8	-5	-6
c1ccc2[nH]c(-c3ccnc4ccccc34)nc2c1	i	-1.1&-0.8	-10&5	0.0&-1.4	x	-4&2	1	0&-3	-3&4
COC(=O)c1ccccc1NC(=O)c1cccs1	i	1.4	-9	-2.5	x	-5	-7	-10	-1
O=C(CCC(=O)OCc1ccc(Cl)cc1)Nc1cccc([N+](=O)[O-])c1	-0.3	1.9	9	-0.6	x	-3	-3	-12	-5
NC(=O)CSc1nnc(Cn2c(=O)sc3ccccc32)n1-c1cccc(Cl)c1	0.2	-0.5	12	0.0	x	1	-8	-2	2
CCC(C)C(NC(N)=O)C(=O)Nc1ccc(S(=O)(=O)Nc2ccc(OC)cc2)cc1 (stereo unspecified)	-0.8	-0.4	5	-0.9	-3.8	8	-8	-1	0
CCc1ccc(NC(=O)N(Cc2cccnc2)Cc2ccco2)cc1	-0.4	1.2	6	0.4	x	1	-12	-4	-5
Cc1sc(N)c(C(=O)c2ccccc2Cl)c1C	-4.1	-2.0	-9	-1.5	4.7	-1	-7	0	0
O=c1oc2ccccc2n1CCn1c2ccccc2c2nc3ccccc3nc21	i	-1.1	12	3.3	x	2	-14	3	-2
CC(C)(C)c1nnc2sc(SCC(=O)N3CCCCC3)nn2c1=O	i	-1.3	1	-0.4	0.9	10	2	8	x
CCc1ccc(S(=O)(=O)Nc2c(C)nc3nc[nH]n3c2=O)cc1	i	-0.1	2	0.1	0.4	-8	-11	-3	2
Cc1ccccc1S(=O)(=O)Cc1ccc(C(=O)N2CCN(c3ccccc3F)CC2)o1	8.5	2.1	34	1.3	1.5	10	3	-1	-1
COCCNC(=O)c1cc(S(=O)(=O)N(C)c2ccccc2OC)ccc1C	-0.2	0.4	-9	x	0.3	-1	-1	x	1
CC1(C(=O)NS(=O)(=O)Cc2ccccc2)CCN1C(=O)c1ccc(C2CCCCC2)cc1 (stereo unspecified)	i	x	9	-2.1	1.1	4	x	-11	x
O=C(COC(=O)C12CC3CC(CC(O)(C3)C1)C2)Nc1cccc(Br)c1	i	0.1	10	-2.5	2.2	0	2	u	x
COC(=O)c1sc(N(C)C)c(C#N)c1-c1ccccc1	0.3	2.8	3	1.2	1.0	2	2	12	1
COc1ccccc1CNC(=O)C(NC(=O)C1CCCCC1)C(C)C (stereo unspecified)	-0.6	-1.5	10	-1.4	0.6	-6	3	-3	x
CC(C)c1ccc(CNC(=O)C2CC(=O)N(C3CCCCC3)C2)cc1 (stereo unspecified)	-0.9	0.1	19	3.3	1.2	0	-7	3	-4
Cc1ccc(S(=O)(=O)N(CC(=O)Nc2ccc(C)cc2C)C(=O)N2CCN(C)CC2)cc1	-1.2	-0.7	6	2.6	-1.2	1	3	5	x
O=C(/C=C/c1ccccc1)NC(=S)Nc1ccc(CN2CCOCC2)cc1	-0.3	0.2	21	-0.4	0.7	-7	18	-2	3
CCCCC1CCC(C(=O)NC2CCS(=O)(=O)C2)CC1 (stereo unspecified)	-0.7	-0.2	1	0.8	x	-7	-13	-7	2
CCOc1ccc(C(=O)N[C@H](C(=O)Nc2ccccc2OC)C(C)C)cc1	-0.4	-0.5	-2	-1.7	-1.1	12	3	-8	-5
CCOc1ccc(-c2c(C(=O)N/N=C/C3CCCCC3)nnn2-c2nonc2N)cc1	-0.4	0.4	-2	-2.8	-0.1	-2	x	0	7
COc1ccc(C2C(C(=O)NCc3ccco3)CCC(=O)N2c2ccc(OC)cc2)cc1 (stereo unspecified)	x	2.0	-2	0.3	x	-4	-22	0	-5
Oc1c(CN2CCOCC2)cc(CN2CCOCC2)cc1CN1CCOCC1	i	1.2	10	-0.2	1.4	-3	-6	-1	x
CCC(=O)Nc1cc2c3c(c1)CCC(=O)N3CCC2	-0.3	-0.5	0	-0.7	1.1	-3	-1	-2	0
Cc1c(NC(=O)Nc2ccccc2)c(=O)n(-c2ccccc2)n1C	-0.6	-1.8	-8	1.8	0.3	0	-3	-7	-8

Screening data deposited in PubChem by several laboratories.
